# NS5 inhibitors: Dengue-2 NS5 methyltransferase inhibitors, primary screen, biochemical, confirmation dose response (AID 588689); one-dose inhibition, % at 25 µM; IC50 in µM for titrated hits; 340,000 tested, 0.3% active; Dengue-2 NS5 methyltransferase capping enzyme assay, biochemical; higher % means a stronger effect; in the data active = a potency from the dose series; inconclusive = inhibition above about 29% without an active follow-up result
# RSV CPE inhibition: RSV antiviral activity via CPE protection, HEp-2 cells, primary 10 µM value included (AID 2391). HEp-2 cells, RSV-induced CPE inhibition; higher % means a stronger effect. 310,000 tested, 0.13% active. one-dose CPE inhibition, % at 10 µM; IC50 in µM for titrated hits; in the data active = a potency from the dose series; inconclusive = CPE inhibition mostly from about 23% at the one dose, without a potency; inactive = the rest, 99 in 100 with CPE inhibition below about 21%; note: strong numbers were not always called active
# AID2073: disruptors of CaV2.2 binding to Mint1 – biochemical, HTRF (AID 2073); inhibition, % at 20 µM; hits with a dose series show IC50 in µM; 290,000 tested, 0.19% active; HTRF protein-protein interaction, Mint1-CaV2.2; higher % means a stronger effect; in the data active = inhibition mostly above about 51%, no sharp cut-off; inconclusive = no clear call, values can overlap the other calls; inactive = mostly below about 53%; note: some results filed as inactive read as strong as hits
# MgcRacGAP inhibition: MgcRacGAP GTPase-activating activity inhibitors, confirmation, biochemical, ADP Hunter fluorescence; inhibition, % at 30 µM, or IC50 in µM where a hit was titrated; 340,000 tested, 0.6% active; MgcRacGAP-stimulated Rac1 GTP hydrolysis, ADP Hunter fluorescence; higher % means a stronger effect; GST-tagged Rac1 F28L mutant substrate;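 active = first-screen hits whose inhibition reached a set limit at any dose in the follow-up dose series; inconclusive = inhibition above the set first-screen limit but never retested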;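 note: fluorescence reports GDP produced by GAP-driven GTP hydrolysis; strong numbers were not always called active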
# Siah-1 displacement: Siah-1 peptide-binding antagonists, primary screen, biochemical, fluorescence polarization, rhodamine-plectin, uHTS (AID 1817); Siah-1 / rhodamine-plectin peptide fluorescence polarization; higher % means a stronger effect; displacement, % at 20 µM; hits with a dose series show IC50 in µM; 290,000 tested, 0.02% active;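 active = displacement of at least 50% at 20 µM, with a fluorescence ratio check between 0.3 and a set limit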;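 note: plate controls were Siah plus tracer with DMSO for no effect and tracer alone without Siah for full effect; strong numbers were not always called active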
# NTR1 agonist: agonists of NTR1, primary screen, imaging, U2OS cells, beta-arrestin-GFP, high content (AID 493036); P30989; NTR1-U2OS beta-arrestin-GFP spot imaging, agonist mode; activation, % at 20 µM; 330,000 tested, 0.17% active;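 active = activation at or above 40% of the spot to cytoplasm intensity ratio, with at least 20 cells analyzed; inconclusive = wells under 20 cells, flagged as cytotoxic or low count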;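 note: 0% = DMSO without peptide and 100% = 100 nM NTR1 peptide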
# Target sequence (P30989 whole entry, looked up): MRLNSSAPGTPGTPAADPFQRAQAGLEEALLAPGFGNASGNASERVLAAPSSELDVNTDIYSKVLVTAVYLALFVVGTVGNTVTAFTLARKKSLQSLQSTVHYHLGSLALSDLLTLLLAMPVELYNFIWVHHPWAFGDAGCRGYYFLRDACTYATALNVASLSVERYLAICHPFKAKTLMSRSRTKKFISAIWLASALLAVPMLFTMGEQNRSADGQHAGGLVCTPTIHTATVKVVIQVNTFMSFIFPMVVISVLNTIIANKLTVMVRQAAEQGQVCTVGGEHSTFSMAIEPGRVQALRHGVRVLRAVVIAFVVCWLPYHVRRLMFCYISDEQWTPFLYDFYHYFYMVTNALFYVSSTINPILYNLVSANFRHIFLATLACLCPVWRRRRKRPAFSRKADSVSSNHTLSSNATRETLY
# Large T inhibition: TAg ATPase/helicase activity blockers – biochemical (AID 1903) | SV40 large T antigen ATPase/helicase inhibition assay; higher % means a stronger effect | 310,000 tested, 0.39% active | one-dose inhibition, % at 20 µM; IC50 in µM for titrated hits; in the data active = a potency from the dose series; inconclusive = inhibition mostly from about 32% at the one dose, without a potency; inactive = the rest, 99 in 100 with inhibition below about 32%; note: strong numbers were not always called active
# West Nile virus CPE: inhibition of WNV-induced cytopathic effect – cell-based, CPE readout (AID 1621) | 290,000 tested, 0.02% active | West Nile virus-infected cells, CPE inhibition; higher % means a stronger effect | one-dose CPE inhibition, % at 10 µM; IC50 in µM for titrated hits; in the data active = a potency from the dose series; inconclusive = CPE inhibition mostly from about 3.7% at the one dose, without a potency; inactive = the rest, 99 in 100 with CPE inhibition below about 2.2%; note: strong numbers were not always called active
# K1F lysis inhibition: inhibition of K1F phage lysis, E. coli UTI89, bacterial capsule biogenesis inhibitors, alamar blue (AID 488966); E. coli UTI89 K1F phage lysis, alamar blue, 2 h; higher % means a stronger effect; one-dose inhibition, % at 100 µM; IC50 in µM for titrated hits; 340,000 tested, 0.02% active;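 active = phage lysis inhibition, versus mean bacterial control, above a set limit; inconclusive = no clear call, values can overlap the other calls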;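 note: capsule biogenesis inhibitors block K1F phage lysis so surviving cells raise fluorescence; higher fluorescence means more inhibition of phage lysis; actives were called in the ten point dose series up to 300 µM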
# NTR1 agonist cell count 20 µM: further read-out of NTR1 agonist, marked with its call; cell count; measured here: cell count, cytotoxicity flag
# NS5 inhibitors pilot replicate: recorded beside NS5 inhibitors, whose call it bears; inhibition, %; measured here: pilot screen replicate inhibition
# * marks the source's active call; other numbers are inactive results; ? = inconclusive; / = not tested or not shown; & = joins results of further samples; [ ] = dose if it differs, or a comment. No enrichment for hits; any-hit rate near 1.6%.
SMILES,NS5 inhibitors,RSV CPE inhibition,AID2073,MgcRacGAP inhibition,Siah-1 displacement,NTR1 agonist,NTR1 agonist cell count 20 µM,Large T inhibition,West Nile virus CPE,K1F lysis inhibition,others
NS(=O)(=O)c1ccc(CCNCc2cccs2)cc1,8.8%,1.2%,-25.8%,0.8%,-2.3%,1.3,46,6.4%,-0.3%,-0.9%,
O=C(CN1CCN(c2ncccn2)CC1)NCc1ccc2c(c1)OCO2,-8.3%,0.3%,3.6%,2.1%,5.6%,1.8,59,2.9%,0.0%,0.3%,
Cc1ccc(NNC(N)=S)cc1Cl,-12.4%,-0.5%,-33.6%,11.4%,14.3%,1.1,58,37.9%,-0.1%,0.5%,
CC(=O)Nc1cccc(NC(=O)CSc2nc(=O)n(CCN3CCOCC3)c3c2CCCC3)c1,-0.7%,1.2%,/,4.3%,/,-1.3,46,19.6%,/,1.0%[50 µM],
CCNc1nc(SCC(=O)Nc2ccccc2)nc(N2CCOCC2)n1,-4.1%,0.8%,2.0%,4.8%,1.5%,-1.2,56,12.2%,-0.4%,-0.5%,
CN(C)S(=O)(=O)N1CCN(c2ccc([N+](=O)[O-])cc2)CC1,-8.1%,1.2%,18.1%,-0.7%,-0.1%,0.0,47,-1.4%,-0.8%,-0.6%,
COc1ccc(NC(=O)CCNS(=O)(=O)c2ccc3c(c2)CC(C)N3C(=O)C2CC2)cc1 (stereo unspecified),-6.8%,2.4%,2.0%,8.6%,12.5%,-0.5,58,-16.8%,-0.4%,0.2%,
CN(C(=O)COC(=O)CNC(=O)c1ccc(C(C)(C)C)cc1)c1c(N)n(Cc2ccccc2)c(=O)[nH]c1=O,-5.9%,0.0%,/,3.1%,/,0.0,64,6.2%,/,0.5%[50 µM],
COc1cccc(-c2nnc(NC(=O)c3cccs3)s2)c1,-13.3%,3.6%,19.4%,3.1%,14.0%,-0.5,46,-6.2%,-0.4%,-0.1%,
Cc1cccc(C)c1NC(=O)CN(C)C(=O)C1CC(=O)N(c2cccc3ccccc23)C1 (stereo unspecified),-6.2%,0.8%,/,6.4%,/,-2.1,44,/,/,0.5%[50 µM],
COc1ccc(-c2ccc(N(C)C)cc2)cc1[C@H]1[C@@H]2C=CCC[C@@]2(C)C(=O)N1Cc1ccccc1,2.0%,0.2%,20.5%,-0.8%,-0.5%,-0.1,79,-7.1%,0.1%,0.3%,
CCc1ccc(C(=O)CN2C(=O)NC(C)(c3ccc(C)cc3)C2=O)cc1 (stereo unspecified),-9.3%,-0.7%,-3.4%,4.2%,11.0%,3.9,24,17.8%,-0.1%,0.2%,
COc1ccc(CN(C(=O)c2nsc(Cl)c2Cl)C(C(=O)NC2CCCCC2)c2ccc(OC)cc2)cc1 (stereo unspecified),-6.3%,13.9%,22.2%,7.0%,0.3%,-0.7,41,7.8%,0.6%,0.0%,
CC(=O)NC1(c2ccc(F)cc2)CCN(C(=O)Nc2ccc(F)cc2F)CC1,-2.7%,/,4.7%,13.2%,0.1%,-1.6,52,8.9%,-0.1%,1.4%,
CC1CCN(S(=O)(=O)c2ccc(C(=O)NNC(=O)C3CC3)cc2)CC1,-2.2%,2.3%,1.0%,-3.6%,-1.9%,-0.3,49,1.7%,-0.2%,0.0%,
O=[N+]([O-])c1ccc(N/N=C/c2cccc(O)c2)cc1,-27.1%,?,6.3%,4.8%,-5.0%,4.3,80,8.6%,-1.0%,0.1%,
CS(=O)(=O)N(CC(=O)Nc1ccccc1F)C1CCCCC1,-5.2%,0.1%,9.9%,7.5%,-2.9%,-1.5,50,-6.4%,0.2%,0.1%,NS5 inhibitors pilot replicate=-4.2
Cc1cc(C)cc(NC(=O)C2CCN(c3cnccn3)CC2)c1,-2.3%,-1.4%,-2.9%,4.7%,14.5%,-0.2,32,2.7%,0.8%,0.1%,
C=CCNC(=O)CN1CCN(C(c2ccccc2)c2ccccc2)CC1,-11.7%,1.4%,-1.9%,168µM*,4.9%,-1.5,10,4.1%,-0.4%,0.0%,
CC1CC(C)CN(CCCNC(=O)Cn2ncn3cccc3c2=O)C1 (stereo unspecified),-11.3%,-0.4%,-9.9%,8.7%,-4.8%,-1.2,76,6.3%,0.0%,0.6%,
CCNC(=S)NNC(=O)c1cc(C)nc2ccccc12,-8.4%,0.5%,-21.8%,11.4%,10.5%,2.0,47,5.4%,1.4%,0.1%,
CCn1c(=O)c([N+](=O)[O-])c(NCCc2ccc(OC)c(OC)c2)c2ccccc21,-5.9%,1.9%,-8.9%,-0.8%,-5.9%,-0.3,42,9.1%,-0.9%,5.4%,
CCN(C(=O)CSc1nnc(-c2cccs2)n1N)c1c(N)n(Cc2ccccc2)c(=O)[nH]c1=O,0.0%,-1.3%,/,7.4%,/,0.6,58,5.2%,/,-1.4%,
Cc1cc(C(F)(F)F)nc(SCCN2CCOCC2)c1C#N,-18.5%,0.3%,-7.3%,2.9%,4.4%,-1.7,61,-0.4%,-1.2%,1.0%,
CCCNCCC(c1ccco1)c1ccccc1OC (stereo unspecified),-0.7%,2.3%,-6.1%,5.2%,1.6%,-3.1,94,11.3%,-0.6%,0.6%,
Cc1cccc(OCCSc2ncnc3nc[nH]c23)c1,2.3%,13.4%,-5.0%,5.6%,9.3%,0.7,78,25.5%,-0.1%,-0.2%,
COc1ccc(-c2ncn(CCC#N)c2[N+](=O)[O-])cc1,-0.9%,18.6%,-5.3%,13.0%,-5.0%,-1.5,105,-3.4%,-0.5%,0.2%,
CC(C)c1cc(O)c(-c2ccccc2)c(=O)n1-c1ccc(Cl)cc1,7.7%,-1.9%,-21.1%,2.4%,-4.6%,2.2,67,-5.1%,0.0%,-0.1%,
Cn1c(C(=O)NC2CCCCC2)cc2c(=O)n3ccccc3nc21,-8.3%,5.2%,?,0.1%,-4.3%,0.2,89,-8.9%,0.3%,1.1%,
COc1ccc2nc(NC(=O)C3CCN(C(=O)c4ccco4)CC3)sc2c1,-9.1%,3.4%,-0.7%,5.5%,8.3%,-0.7,52,-5.4%,0.0%,0.1%,
Cc1cc(N)n(-c2ccc([N+](=O)[O-])cc2)n1,4.4%,-0.4%,13.7%,1.1%,5.6%,-1.5,62,13.9%,0.1%,1.6%,
C[C@H](CO)N1C[C@H](C)[C@@H](CN(C)Cc2ccc3c(c2)OCO3)Oc2ccc(NS(C)(=O)=O)cc2C1=O,4.8%,/,/,6.6%,/,3.0,64,/,/,1.1%,
COc1ccc(-c2sc3ccc(OC)cc3c2-c2ccc(OC)nc2)cc1,-8.2%,/,/,-5.0%,/,7.8,58,/,/,-0.5%,
Cc1ccc(NC2=C(C(=O)c3ccccc3)N(C)S(=O)(=O)c3ccccc32)cc1,-6.6%,?,2.2%,4.6%,-3.6%,3.8,59,2.6%,-0.7%,0.3%,
COc1ccc(/C=N/NC(=O)c2ccc(N(C)S(=O)(=O)c3ccccc3)cc2)cc1OC,-5.8%,0.1%,9.3%,8.6%,5.0%,1.3,37,14.8%,0.0%,0.8%,
Cc1cc(C)n(-c2ccc(C(=O)OCC(=O)NCc3ccco3)cc2)n1,-5.0%,1.5%,6.0%,6.5%,4.2%,-1.5,67,-4.2%,0.1%,3.8%,
Cc1ccc(OCC(=O)Nc2ccc(S(=O)(=O)N3CCCCC3)cc2)c([N+](=O)[O-])n1,1.6%,0.9%,2.3%,4.4%,5.5%,1.4,38,10.2%,-1.6%,-0.5%,
Cc1cc(NC(=O)CSc2nnc(C)o2)no1,6.8%,1.2%,4.7%,5.2%,-2.2%,0.2,63,2.5%,-0.1%,0.3%,
O=C(Nc1ccc(F)cc1F)c1ccc(S(=O)(=O)N2CCCCC2)cc1,0.7%,5.9%,18.1%,4.6%,-2.8%,-0.9,52,21.3%,0.7%,0.1%,
Cc1ccc(C(=O)Nc2nnc(-c3ccc(C(C)(C)C)cc3)s2)cc1,-8.0%,2.6%,-0.8%,6.9%,-1.7%,0.5,59,2.8%,0.1%,0.7%,
COc1ccc(Cl)cc1C(=O)NC(C)C,-8.0%,1.4%,-1.0%,5.0%,1.3%,-2.3,65,7.7%,-0.6%,0.3%,
Clc1cccc(Cl)c1NC1=NCCN1,/,-0.3%,2.6%,/,0.1%,1.5,62,-3.2%&1.6%,-0.1%,/,
CCOC(=O)c1cccc(NC(=O)Cn2cnc3c2c(=O)n(C)c(=O)n3C)c1,-2.7%,0.1%,-8.5%,1.7%,-3.7%,-1.3,90,0.9%,0.1%,0.3%,
CCOC(=O)N1CCN(c2c(Nc3cc(C)[nH]n3)c(=O)c2=O)CC1,-1.4%,4.7%,1.9%,-1.9%,1.1%,-1.0,73,24.3%,0.4%,0.3%,
S=c1[nH]nc(-c2cccc(Cl)c2)n1Cc1ccccc1,-11.8%,5.2%,-2.5%,5.2%,-2.3%,1.3,35,11.5%,1.8%,-0.6%,
Cc1cccc(N2CCN(C(=O)c3ccc4nc(N5CCCCC5)sc4c3)CC2)c1C,-3.8%,3.3%,5.9%,7.4%,6.5%,14.8,60,15.2%,-0.5%,0.1%,
COc1ccc(CC(=O)OCC(=O)NCc2ccccc2Cl)cc1,-2.2%,-1.1%,6.9%,5.2%,4.2%,-1.1,20,9.3%,-0.2%,-0.3%,
CC(C)CC(NS(=O)(=O)c1ccc2c(c1)oc(=O)n2C)C(=O)NCc1cccnc1 (stereo unspecified),0.7%,-0.3%,-2.1%,3.9%,2.1%,-0.5,52,7.1%,0.2%,-1.6%,
COc1ccc(-n2c(-c3ccco3)nc3c(cnn3-c3ccccc3C)c2=O)cc1,-3.5%,0.7%,-2.6%,7.7%,3.1%,2.3,55,10.4%,-0.1%,0.2%,
Nc1ccc(C(=O)OCC(=O)c2cccc([N+](=O)[O-])c2)cc1,-2.7%,-0.5%,48.6%,11.0%,-0.1%,0.0,87,8.7%,1.4%,0.1%,
Clc1cccc(OCc2nc(-c3ccncc3)n[nH]2)c1,-2.2%,0.3%,1.3%,2.3%,1.0%,-0.3,55,14.0%,0.0%,-1.2%,
CCCOc1ccc(S(=O)(=O)N2CCOCC2)cc1[N+](=O)[O-],-7.5%,-0.1%,8.4%,9.4%,11.8%,0.9,50,0.6%,-0.9%,0.2%,
CSc1nnc(-c2cc3c(-c4ccccc4)nn(C)c3s2)n1C,-7.5%,5.5%,6.6%,8.6%,-1.8%,-1.1,61,3.0%,0.6%,-0.3%,
Cn1c(=O)n(CCOc2ccc([N+](=O)[O-])cc2)c2ccccc21,1.6%,7.8%,4.2%,6.6%,-1.2%,2.0,46,5.0%,0.2%,-0.1%,
COc1ccccc1C(=O)NC(CCSC)C(=O)OCC(=O)c1ccc[nH]1 (stereo unspecified),-1.9%,1.0%,43.8%,4.0%,15.4%,-1.0,47,22.4%,0.3%,1.1%[50 µM],
